BRCA1 expr up: increases BRCA1 expression | MCF7-BRCA1-FFLuc reporter, luminescence, 48 h; response scale: scaled: vehicle 0%, 10 µM genistein 100% | Potency, µM (titrated, usually from 46.1 µM), inactives show at the highest dose activation, hits mostly activators | hit rate 1.1% among 380,000; further: nearly all actives have a fitted effect of over 80% in size; some results filed as inactive show a strong effect at the top dose
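Luminescence from a BRCA1-driven firefly luciferase in MCF7 cells was read after 48 h compound exposure at 37 C. Data normalized against DMSO and a 10microM genistein activation control, then curve-fitted across the titration.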
Gal4-VP16 FLuc: inhibits Gal4-VP16 luciferase reporter, ROR gamma counter-screen; Drosophila S2 Gal4-VP16 UAS-luciferase, luminescence, 20 h; Potency, µM (highest dose often 53.6 µM), for the others: at the highest dose activity, negative = inhibition, actives largely listed as inhibitors; hit rate 3.5% among 310,000; AID 2546;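 further: Gal4-VP16 expression switched on by copper sulfate through the metallothionein promoter; on the % scale 0 is the no-effect control and ±100 the full control effect; nearly all actives have a fitted effect of over 50% in size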
Rab9 promoter act: activators of Rab9 promoter. Huh7 Rab9 promoter-luciferase reporter, luminescence, 24 h. Potency, µM (doses to about 9.22 µM), for the others: at the highest dose activation, negative = inhibition, actives largely listed as activators. hit rate 2.8% among 320,000. AID 485297; further: % of control where 0% means no effect; nearly all actives have a fitted effect of over 60% in size
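Measured in stably transfected Huh7 cells bearing a Rab9 promoter–luciferase construct: 24 h compound treatment at 37 °C, followed by luminescence detection.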
MBNL1 CUG block: inhibitors of human MBNL1 binding to CUG repeat RNA; TR-FRET MBNL1-His/biotin-(CUG)12 binding, 665/545 ratio; Potency, µM (titrated, usually from 57.5 µM), for inactives: at the highest dose activity change, negative = inhibition, most hits filed as inhibitors; hit rate 0.036% among 280,000; AID 2675; active means well fitted inhibition curve with a large enough effect in the signal ratio, with a control signal flat, not every such curve was filed as active; inconclusive means small, poorly fitted or top-dose-only effect, or effect the other way, or a change in a side signal; inactive means no such curve, though single readings can be large or run the other way; the % refers to the signal ratio; further: on the % scale 0 is the no-effect control and ±100 the full control effect
Target sequence (Q9NR56 whole entry, looked up): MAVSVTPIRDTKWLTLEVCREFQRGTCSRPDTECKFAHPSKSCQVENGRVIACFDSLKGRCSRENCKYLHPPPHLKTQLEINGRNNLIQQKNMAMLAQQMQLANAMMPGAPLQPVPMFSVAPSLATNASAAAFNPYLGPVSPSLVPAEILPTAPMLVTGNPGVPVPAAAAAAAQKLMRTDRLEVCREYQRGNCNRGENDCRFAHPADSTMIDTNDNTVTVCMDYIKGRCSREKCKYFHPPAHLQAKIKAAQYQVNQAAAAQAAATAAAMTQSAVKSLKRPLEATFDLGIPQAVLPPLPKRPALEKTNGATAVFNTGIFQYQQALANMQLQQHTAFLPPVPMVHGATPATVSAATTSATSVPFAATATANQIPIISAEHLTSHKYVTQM
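TR-FRET between His-tagged MBNL1 and biotin-(CUG)12 RNA, detected with Tb anti-His antibody (0.055 ng/ul) and streptavidin-XL665 (5 nM), 60 min at room temperature. Compounds titrated 92 nM to 58 uM; 665/545 nm ratio normalized to buffer and complex controls.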
CXXC DNA block: blocks binding of human MLL CXXC domain to DNA; Q03164; MLL-CXXC / FITC-HOXA9 DNA fluorescence polarization; Potency, µM (series often up to 115 µM), without a hit: at the highest dose activity change, negative = inhibition, usual class: inhibitors; hit rate 0.037% among 290,000; active means well fitted inhibition curve with a large enough effect in the polarisation, with a control signal flat, not every such curve was filed as active; inconclusive means small, poorly fitted or top-dose-only effect, or effect the other way, or a change in a side signal; inactive means no such curve, though single readings can be large or run the other way; the % refers to the polarisation
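Steps: dispense CXXC domain solution (7 uM) → pin compounds or unlabeled HOX-A9 DNA control → 5 min ambient → add FLSN-HOX-A9 solution (50 nM) → spin → 30 min ambient → fluorescence polarization. Tris pH 7.5/NaCl/DTT/BSA buffer.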
p53 reactivator: re-activators of mutant p53 | H1299 p53-A138V BP100-luciferase reporter, luminescence, 24 h | Potency, µM (doses to about 92.2 µM), inactives show at the top dose activity change, positive = activation, actives largely listed as activators | hit rate 0.063% among 320,000 | AID 504706; further: % of control where 0% means no effect; nearly all actives have a fitted effect of over 45% in size
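p53-null H1299 cells stably carrying temperature-sensitive p53-A138V and a BP100-luciferase reporter were pinned with compounds (4-point, 1:5 series) and held 24 hrs at 37 deg C. Luminescence was read 10 min after detection reagent.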
FLuc modulator: counter-screen for miR-21 project: firefly luciferase inhibitors or activators. purified FLuc, Km substrates, luminescence inhibition. Potency, µM (titrated, usually from 57.5 µM), for the others: top-dose activity change, negative = inhibition, actives largely listed as inhibitors. hit rate 6.9% among 360,000;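 further: plate controls were vehicle for no effect and reference inhibitor for full effect; nearly all actives have a fitted effect of over 55% in size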
Target sequence (P08659 whole entry, looked up): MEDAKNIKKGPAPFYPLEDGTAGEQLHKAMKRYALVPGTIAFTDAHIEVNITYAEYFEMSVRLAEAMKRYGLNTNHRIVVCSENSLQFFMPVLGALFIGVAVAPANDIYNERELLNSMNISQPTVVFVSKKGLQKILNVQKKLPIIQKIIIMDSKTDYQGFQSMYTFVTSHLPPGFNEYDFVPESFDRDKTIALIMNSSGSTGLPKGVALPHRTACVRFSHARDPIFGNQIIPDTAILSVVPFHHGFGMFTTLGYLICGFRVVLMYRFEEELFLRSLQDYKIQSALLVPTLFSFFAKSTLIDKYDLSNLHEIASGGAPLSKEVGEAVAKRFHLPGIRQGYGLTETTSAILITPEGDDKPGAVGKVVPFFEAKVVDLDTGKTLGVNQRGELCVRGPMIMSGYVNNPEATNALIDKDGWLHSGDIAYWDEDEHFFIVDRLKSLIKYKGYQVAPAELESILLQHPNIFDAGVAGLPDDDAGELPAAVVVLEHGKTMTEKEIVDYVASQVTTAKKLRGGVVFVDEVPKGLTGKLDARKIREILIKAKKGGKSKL
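Biochemical qHTS of compounds, final roughly 60 µM downward over six points, against 10 nM purified firefly luciferase using Km concentrations of substrates (10 uM D-luciferin, 10 uM ATP) in Tris acetate pH 7.5 buffer; luminescence output.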
ELG1 genotoxic: genotoxicity induction in ELG1-luciferase HEK293T cells. HEK293T ELG1-luciferase reporter, luminescence, 16 h. Potency, µM (series often up to 46 µM), for the others: at the top dose activity change, positive = activation, actives largely listed as activators. hit rate 1.3% among 330,000. AID 504466; further: % of control where 0% means no effect; nearly all actives have a fitted effect of over 60% in size
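HEK293T cells expressing luciferase-tagged ELG1 were exposed to compound or DMSO vehicle for 16 hr at 37 °C and 5% CO2. Luciferase activity was then measured with ONE-Glo after 30 min at room temperature.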
NPC1 prom act: NPC1 promoter activation. Huh7 NPC1 promoter luciferase reporter, 24 h. Potency, µM (series often up to 9.22 µM), for inactives: at the highest dose activation, actives largely listed as activators. hit rate 2.4% among 320,000. AID 485313;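 further: % of control where 0% means no effect; nearly all actives have a fitted effect of over 60% in size; reporter is driven by a mutant NPC1 promoter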
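Cells: Huh7 expressing luciferase under the NPC1 promoter, 1500/well. Seeded 2 h, compound added, incubated 24 h at 37 °C. Luciferase reagent, 10 min ambient, then luminescence.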
uPA generation: blocks generation of uPA at the cell surface; cell surface uPA generation assay, qHTS; AID 540303; Potency, µM (top dose mostly 38.3 µM), for inactives: at the top dose activity change, negative = inhibition, usual class: inhibitors; hit rate 0.31% among 330,000; active means well fitted inhibition curve with a large enough effect; inconclusive means small, poorly fitted or top-dose-only effect; inactive means no such curve, though single readings can be large or run the other way; tested in mouse RAW 264.7 cells; further: on the % scale 0 is the no-effect control and ±100 the full control effect; nearly all actives have a fitted effect of over 55% in size
RORgamma inh: inhibitors of mouse ROR gamma transcriptional activity | P51450 | Drosophila S2 Gal4-RORgamma UAS-luciferase reporter, 20 h | Potency, µM (top dose mostly 53.6 µM), for the others: at the top dose activity change, negative = inhibition, hits mostly inhibitors | hit rate 5.4% among 310,000 | AID 2551; further: on the % scale 0 is the no-effect control and ±100 the full control effect; nearly all actives have a fitted effect of over 60% in size
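In this cell-based reporter format, copper sulfate (700 uM final) drives Gal4–ROR gamma fusion expression from a metallothionein promoter in Drosophila Schneider cells; compounds preincubated 1 hr, reporter read after 20 hr at ambient temperature.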
Starred values were filed as active, the others as inactive; ? = inconclusive; / = not tested or not shown; [ ] = dose if it differs, or a comment. Unless noted, the call rests on the fitted dose curve; in most records, active means well fitted curve in the direction sought with a large enough effect; inconclusive means small, poorly fitted or top-dose-only effect, or another doubt; inactive means no such curve, though single readings can be large; an effect the other way counts as inactive or inconclusive. Potency means the concentration at half of the fitted maximal effect. These rows are one share of the data; count on the stated rates, not on these rows.

SMILES	BRCA1 expr up	Gal4-VP16 FLuc	Rab9 promoter act	MBNL1 CUG block	CXXC DNA block	p53 reactivator	FLuc modulator	ELG1 genotoxic	NPC1 prom act	uPA generation	RORgamma inh
COc1ccc(N2CCN(Cc3nc(N)nc(Nc4ccc(C)c(Cl)c4)n3)CC2)cc1	-53%	?	-12%	2%	12%	3%	-9%	-19%	-12%	/	?
CCn1nc(C)c(/C=N/NC(=O)c2ccc3c(c2)c(C)c(C)n3Cc2ccccc2)c1C	-36%	9%	1%	1%	12%	-1%	-1%	-3%	0%	-6%	4%
O=C(CCC(=O)NNc1nc2ccccc2c2nc(-c3ccccc3)nn12)NCCCN1CCCC1=O	-16%	1%	-4%	15%	10%	-4%	?	1%	-3%	1%	3%
O=C1C(=O)c2ccccc2C(O)=C1C1CCC(c2ccc(Cl)cc2)CC1 (stereo not given)	-15%	5µM*	0%	/	-1%[51.4 µM]	3%	6%	/	-4%	19%	13µM*
CN1CCN(NC(=S)Nc2ccc(Oc3ccccc3)cc2)CC1	-8%	-14%	-26%	-10%	30%[activator]	-5%	-1%	-6%	-3%	-5%	?
O=C1CNC(=O)N1c1ccc(Cl)cc1	-6%	3%	-2%	12%	3%	-7%	-2%	-3%	-6%	7%	7%
COc1cccc(-n2nnnc2SCC(=O)NCc2ccco2)c1	2%	2%	-2%	-1%	-4%	-5%	0%	3%	4%	0%	10%
COc1ccccc1N1CCN(C(=O)c2c(C)noc2C)CC1	-2%	-18%	-4%	-10%	4%	5%	0%	5%	3%	-1%	0%
N#CC1=C(N)NC(SCC(=O)O)=C(C#N)C12CCCC2	-8%	-22%	1%	-7%	3%	-6%	0%	1%	7%	2%	0%[10 µM]
Cc1cc(C(=O)N2CCC(C(=O)O)CC2)c(C(F)(F)F)o1	-8%	0%	-1%	/	-1%	-1%	-2%	1%	-4%	0%	-18%
O=C(NCC1CC1)c1onc(CSc2ccc(F)cc2)c1C(=O)NCC1CC1	-8%	/	-4%	/	/	-8%	0%	1%	-4%	6%	/
CCCCCc1nnc(NC(=O)Cc2ccc([N+](=O)[O-])cc2)s1	2%	0%	-10%	4%	0%	6%	0%	0%	-1%	1%	0%
O=C(COc1ccc(Br)cc1)Nc1nc(-c2cccnc2)cs1	-15%	-26%	1%	/	-3%	-4%	?	-5%	2%	6%	-27%
COc1ccc(N2C(=O)C(CC(=O)Nc3ccccc3)N(Cc3cccs3)C2=O)cc1 (stereo not given)	-5%	8%	11%	-12%	9%	-1%	-9%	-5%	3%	0%	25%
CCOC(=O)c1ccc(NC(=S)NC(=O)c2nn(CC)cc2Br)cc1	27%	2%	2%	-6%	7%	-2%	-3%	2%	10%	3%	21%
Cc1c(C(=O)N2CCOCC2)c(S(=O)(=O)Nc2ccccc2F)c(C)n1C	-22%	2%	-2%	-7%	-14%	3%	-1%	-1%[9.26 µM]	2%	-8%	-13%
COc1ccccc1NC(=O)c1c(N=Cc2ccccc2O)cnn1C	/	?	1%	-6%	-8%	-2%	1%	1%	-8%	/	?
CC(NCc1ccccc1)C1COc2ccccc2O1 (stereo not given)	-32%	-11%	0%	-3%	-10%	0%	-2%	2%	-1%	-1%	31%
COC(=O)c1cc(-c2c(-c3ccc4c(c3)OCO4)noc2-c2ccsc2)cc([N+](=O)[O-])c1	9%	-5%	11%	6%	?	14%	?	3%	-1%	1%	8%
C1=Nc2c(NCc3ccccc3)ncnc2Oc2ccccc21	5%	?	1%	4%	0%	-18%	-15%	-1%	10%	1%	-18%
O=C(Nc1cccc(Cl)c1Cl)c1ccc(-c2ccccc2)cc1	1%	-27%	?	0%	0%	?	?	?	2.5µM*	2%	-31%
CCCn1c(N)c(C(=O)CSc2nnc3n2CCCCC3)c(=O)[nH]c1=O	9%	/	0%	/	/	6%	4%	-1%	0%	17%	/
COc1cccc(CNC(=O)C2CCN(S(=O)(=O)N3CCCC3)CC2)c1	10%	-1%	1%	6%	-3%	-5%	0%	-1%	1%	1%	-9%
CN(C)C(CNC(=O)c1ccc(Cl)c(S(=O)(=O)N2CCCCCC2)c1)c1ccccc1 (stereo not given)	-20%	/	-33%[inhibitor]	/	/	3%	/	0%	-18%	?	/
COc1ccc(Cn2nnnc2C(c2ccc(C)cc2)N2CCN(C3CCCC3)CC2)cc1 (stereo not given)	-39%	4%	3%	-8%	7%	-17%	0%	0%	-1%	0%	0%
Cc1ccc(N2CC(C(=O)NCCCn3ccnc3)CC2=O)cc1 (stereo not given)	5%	9%	0%	-5%	10%	-1%	1%	0%	1%	4%	-14%
O=C(COc1ccc(F)cc1)Nc1ccc(S(=O)(=O)Nc2ncccn2)cc1	-26%	/	-3%	/	/	-9%	1%	-4%	-1%	2%	/
CCCCCN(C(=O)CCC(=O)OCc1cc(C)ccc1C)c1c(N)n(CCCC)c(=O)[nH]c1=O	-39%	/	6%	/	/	1%	?	-1%	1%	-6%	/
Cc1ccccc1CN1C(=O)C(C)S/C1=N/N=C/c1ccco1 (stereo not given)	-14%	1%	11%	8%	15%	-12%	-4%	0%	-1%	-12%	8%
Cc1ccccc1-c1nc2sc3c(c2c(=O)n1N)CCCC3	31%	-5%	23%	1%	-5%	?	6.7µM*	2.9µM*	18%	-12%	-18%
COc1cc(OC)c(NS(=O)(=O)c2ccc3c(c2)NC(=O)CO3)cc1Cl	-6%	-14%	-2%	-1%	7%	-2%	1%	-6%	0%	?	?
COc1ccc(N2CCN(C(=O)c3cc(C4CC4)nn3-c3ccccc3)CC2)cc1	14%	/	-4%	/	/	1%	-1%	-3%	-1%	18%	/
Cc1cc(NS(=O)(=O)c2ccc(NC(=O)c3ccc(Cl)cc3Cl)cc2)no1	0%	-7%	-1%	-3%	48%[activator]	1%	?	2%	-3%	0%	1%
Cc1noc(C)c1C(=O)Nc1ccccn1	5%	7%	-1%	-3%	2%	2%	20%	-1%	0%	/	?
C=CCc1ccc(OCCCCN2CCC(C)CC2)c(OC)c1	-46%	?	-2%	?	-5%	1%	1%	-1%	6%	0%	0%
CCOC(=O)C1CCCN(C(=O)c2cn(CC)c3ccc(S(=O)(=O)N(C)C)cc3c2=O)C1 (stereo not given)	0%	-3%	-8%	1%	-17%	6%	0%	-4%	0%	15%	2%
C1CCN(c2nc3nonc3nc2N2CCCC2)C1	1%	0%	5%	4%	-6%	-7%	3%	3%	5%	4%	24%
CC(C)(C)NC(=O)NC(=O)CSc1ccc(S(=O)(=O)N2CCOCC2)cn1	-2%	/	-2%	/	/	-4%	1%	1%	-1%	-5%	/
Cc1[nH]c(=O)c(C#N)c(C)c1CCC(=O)NCc1cccc(C(F)(F)F)c1	-5%	-1%	-1%	-11%	-2%	-4%	0%	0%	-4%	0%	-12%
COc1ccc(CCN2C(=O)CC(N3CCN(S(=O)(=O)c4ccccc4)CC3)C2=O)cc1 (stereo not given)	-5%	-18%	1%	-5%	8%	-8%	4%[2.3 µM]	-3%	-1%	3%	3%
CCOc1ccc(C2C(C(=O)/C=C/c3ccco3)=C(O)C(=O)N2CCN2CCOCC2)cc1OC (stereo not given)	1%	-9%	3%	?	-13%	2%	-17%	2%	0%	1%	0%
NC(=O)c1cc(S(=O)(=O)NCCc2ccccc2)cs1	4%	-15%	0%	-6%	14%	5%	1%	0%[9.26 µM]	-4%	4%	0%
CCN(CC)C(=O)CSc1nnc2c3ccccc3n(C)c2n1	-18%	23%	10%	20%	-2%	/	0%	2%	-2%	-11%	-7%[1.91 µM]
Cc1nc(SCC(=O)Nc2nc3ccccc3s2)n[nH]1	57%	?	24%	-4%	10%	?	?	12%	24%	5%	?
Cc1cccc2sc(NC(=O)CSc3nc4ccccc4o3)nc12	-1%[1.84 µM]	-1%	1%	-1%	9%	-2%	0%	-1%	-5%	1%	-23%
O=C(c1ccc(Cl)c(S(=O)(=O)N2CCCCCC2)c1)N1CCOCC1	-3%	-4%	-2%	-7%	29%	-2%	1%	-3%	-7%	1%	2%
CCOc1cc(CN2CCN(CCOCCO)CC2)ccc1OC	-1%	-4%	1%	-2%	-16%	1%	0%	0%	0%	2%	-11%
COc1ccc(N2CCN(Cc3nc(-c4ccc(Cl)cc4Cl)no3)CC2)cc1	0%	?	-3%	-11%	2%	-1%	0%	-5%	-3%	/	?

Compound activity (PubChem)
